# High-throughput results from PubChem BioAssay.
# NS5 inhibitors – Dengue-2 NS5 methyltransferase inhibitors, primary screen, biochemical, confirmation dose response (AID 588689); Dengue-2 NS5 methyltransferase capping enzyme assay, biochemical; higher % means a stronger effect; inhibition, % at 25 µM, or IC50 in µM where a hit was titrated; actives 0.3% (n = 340,000); in the data active = a potency from the dose series; inconclusive = inhibition above about 29% without an active follow-up result
# NS5 inhibitors pilot replicate – recorded beside NS5 inhibitors, whose call it bears; inhibition, %; measured here: pilot screen replicate inhibition
# Starred values were filed as active, the others as inactive; u = inconclusive. A portion of the library, so the mix of outcomes need not match the whole.
SMILES,NS5 inhibitors,others
COc1cccc(C=NNc2ccc([N+](=O)[O-])cn2)c1OC,15%,
CCOC(=O)N1CCC(NC(=O)CCc2c(C)nc3c(c(C)nn3-c3ccccc3)c2C)CC1,1%,
CCOC(=O)C1(C(=O)OCC)C(C)CC(=O)N1c1ccccc1OC (stereo not given),-5%,
Cc1ccc2nc(SCC(=O)NC3CCCCC3)nc(=O)n2c1,-2%,
Cc1ccc(OCCC(=O)OCC(=O)N2CC(=O)Nc3ccccc32)cc1,-1%,
COc1ccc(-c2cc(C(=O)N(C)CC(=O)Nc3ccccc3Br)c3ccccc3n2)cc1OC,-7%,
CN(CC(=O)Nc1cccc(F)c1)C(=O)CCC1CCCCC1,-10%,
O=C(Nc1ncccc1O)c1ccc(S(=O)(=O)N2CCCC2)cc1,-7%,
O=C(Cn1cc([N+](=O)[O-])cn1)NCc1ccccc1Cl,-6%,
CC1(C)C(=O)Nc2ccccc2N1C(=O)COC(=O)c1cc(Cl)cc(Cl)c1,3%,
CCOC(=O)N(Cc1ccccc1)C1CC1,-12%,
CCN(C(=O)COC(=O)Cn1c(C)csc1=O)c1c(N)n(Cc2ccccc2)c(=O)[nH]c1=O,1%,
Cc1csc(=O)n1CC(=O)Nc1ccc(S(C)(=O)=O)cc1,-4%,
CCOc1ccccc1/C=C(\C(=O)O)c1ccc(S(=O)(=O)N2CCCCC2)s1,-6%,
Cc1ccc(NC(=O)COC(=O)c2ccc(OC(F)F)cc2)cc1S(=O)(=O)N1CCCCC1,-6%,
Cc1cc(C)n2nc(C(=O)OCC(=O)N(C)CC(=O)Nc3ccccc3Cl)nc2n1,2%,
O=c1ccc2c(ccc3ncccc32)o1,2%,
CCCN(CC(=O)Nc1ccccc1C)C(=O)C1CCN(S(=O)(=O)c2cccc(C(F)(F)F)c2)CC1,-4%,
CCN(c1ccccc1)S(=O)(=O)c1ccc(C(=O)NCCCN2CCOCC2)cc1,-9%,
COc1ccccc1C(=O)OCC(=O)Nc1cccc(S(=O)(=O)NC2=NCCCCC2)c1,-4%,
CC(C)(C)c1ccc(C(=O)O/N=C(\N)Cc2cccs2)cc1,-3%,
COc1ccc(CNc2ccncc2)c(OC)c1OC,-17%,
NC(=S)NN=C(c1ccc(Br)cc1)C1CC1,6%,
OC[C@@H]1[C@@H](c2ccc(Cl)cc2)C(c2cccc(Cl)c2)=NN1c1ccccc1,-3%,NS5 inhibitors pilot replicate=-2.4
Nc1ccc(CCc2ccccn2)cc1,1%,
CN(CC(=O)Nc1cccc(F)c1)C(=O)CCCN1C(=O)c2cccc3cccc(c23)C1=O,-4%,
Cc1ccc(S(=O)(=O)N(Cc2ccccc2Cl)C(=O)N2CCN(C)CC2)cc1,7%,
O=C(COC(=O)C1COc2ccccc2O1)c1ccc(F)cc1 (stereo not given),-1%,
COc1ccc(OC)c2c1C(=O)CC2C (stereo not given),-1%,
O=C(Nc1cccc(N2C(=O)C=CC2=O)c1)c1cccs1,-28%,
N#C/C(=C/C1=C(N2CCOCC2)C(=C/c2ccc(Cl)cc2)/CC1)C(=O)Nc1ccccc1F,-14%,
C[C@@H]1CN([C@H](C)CO)S(=O)(=O)c2ccc(Br)cc2O[C@@H]1CN(C)C(=O)NC1CCCC1,3%,
O=C(CSc1nnc(Cc2ccccc2)o1)Nc1ccc(N2CCOCC2)cc1,2%,
O=C(Nc1ccc2c(c1)OCO2)C1CC1(Cl)Cl (stereo not given),-5%,
O=C(CC1CCCC1)NNC(=O)c1ccc(F)cc1,-4%,
C[C@@H]1CNC(=O)c2c(C(=O)NCC(=O)OC(C)(C)C)ncn21,-4%,
O=C(OCc1ccccc1)N1CCC2CC1c1cc(N3CCNCC3)ccc12 (stereo not given),4%,
CCOc1ccc(NC(=O)c2ccc(OCC3CCCO3)cc2)cc1S(=O)(=O)N(CC)CC (stereo not given),1%,
COc1ccc(NC(=O)N(C)C[C@H]2Oc3ccc(NC(=O)NC4CCCCC4)cc3C(=O)N([C@H](C)CO)C[C@@H]2C)cc1,4%,
COc1ccc(S(=O)(=O)N(C)C[C@H]2Oc3ccc(NC(=O)NC4CCCCC4)cc3C(=O)N([C@H](C)CO)C[C@@H]2C)cc1,-3%,
COc1ccc2c(C)cc(SCC(=O)NC3CCCC3)nc2c1,0%,
CN1OC[C@@H]2CN(Cc3cc(Cl)cc(Cl)c3)[C@H](c3cccc(-c4ccccc4)c3)C[C@@H]21,4%,NS5 inhibitors pilot replicate=4.3
CCOc1ccc(NC(=O)CN(C)C(=O)CC2CCCC2)cc1OCC,4%,
C#CCOc1ccc(/C=C2/C(=O)N(c3ccc(S(N)(=O)=O)cc3)N=C2C)cc1OC,>100µM*,
O=C(COc1coc(CN2CCc3ccccc3C2)cc1=O)Nc1cccc(F)c1,-5%,
CCN(CC)C(=O)C1=C(C)N(Cc2ccccc2)C(=O)C(CC(=O)NC(c2ccccc2)c2ccccc2)C1 (stereo not given),-1%,
O=C(COc1cccc(F)c1)NNC(=O)Cc1ccc(Br)cc1,-7%,
CCCCCC(=O)N1C[C@@H](O)[C@H](n2cc(C3CC3)nn2)C[C@@H]1c1ccc(Cl)cc1,0%,
COc1ccc(S(=O)(=O)N2CCCCCC2)cc1C(=O)NCc1ccco1,-11%,
CN(C1=NS(=O)(=O)c2ccccc21)c1ccc(OC(=O)c2ccccc2F)cc1,0%,
Cc1nnc(NC(=O)CN2C(=O)NC3(CCCC3)C2=O)s1,-1%,
O=C(Cc1cccc2ccccc12)NCC(=O)N1CCN(Cc2cccc(C(F)(F)F)c2)CC1,4%,
C[C@H](CO)N1C[C@H](C)[C@@H](CN(C)S(=O)(=O)c2cn(C)cn2)Oc2ccc(NC(=O)C3CCCCC3)cc2C1=O,4%,NS5 inhibitors pilot replicate=0.6
CCCCC[C@@H](/C=C/C1C(=O)C=C[C@H]1C/C=C\CCCC(=O)OC)OC(C)=O (stereo not given in full),-17%,NS5 inhibitors pilot replicate=-5.2
N#Cc1ccccc1OCC(=O)Nc1nnc(C2CC2)s1,-3%,
CCCN(C(=O)c1ccc(N2CCCC2=O)cc1)c1c(N)n(Cc2ccccc2)c(=O)[nH]c1=O,3%,
COc1ccc(C2/C=C\CN(C(=O)c3ccccc3)CC(=O)N2Cc2cccc(F)c2)cc1 (stereo not given),2%,NS5 inhibitors pilot replicate=2.4
CC1CCN(C(=O)c2ccc(NS(=O)(=O)c3ccc4[nH]c(=O)[nH]c4c3)cc2)CC1,-2%,
COc1ccc(-c2cccc3c2NC(=O)C3=O)cc1OC,-9%,
NC(=O)c1ccsc1NC(=O)COC(=O)CNC(=O)c1cccc([N+](=O)[O-])c1,1%,
# (next part)
SMILES,NS5 inhibitors,others
CC(=O)c1ccc(OCCCC(=O)Nc2ccc(S(=O)(=O)N3CCOCC3)cc2)cc1,-1%,
CCCCN(C(=O)CCSc1ccc(F)cc1)c1c(N)n(Cc2ccccc2)c(=O)[nH]c1=O,-7%,
CCN1C(=O)[C@H]2[C@@H](c3ccc(SC4CCCCC4)c(OC)c3)N[C@@](Cc3ccccc3)(C(=O)OC)[C@H]2C1=O,-7%,
CCS(=O)(=O)c1ccc(C=NNc2nc3ccccc3o2)cc1,6%,
CCCCN(C(=O)c1ccco1)C1CCS(=O)(=O)C1 (stereo not given),-2%,
COC(=O)c1ccc(CSC2=NC[C@@H]3[C@@H]4C(=O)N(Cc5ccccc5)C(=O)[C@@H]4[C@](Cc4ccccc4)(C(=O)OC)N23)cc1,-5%,NS5 inhibitors pilot replicate=1.5
Cc1ccc(C2OCC(C)([N+](=O)[O-])CO2)cc1 (stereo not given),-2%,
C#CCN(C[C@H]1[C@H](OC(=O)NCc2ccco2)[C@H](OC(=O)NCc2ccco2)C[C@H]2C(=O)N(c3ccccc3)C(=O)[C@@H]12)S(=O)(=O)c1ccc(C)cc1,-3%,
CCCn1c(=O)n(C)c(=O)c2c(SCC(=O)Nc3cc(C)on3)nc(C(C)(C)C)nc21,8%,
COc1ccc(-c2nn(-c3ccccc3)cc2C(=O)NCC(c2cccs2)N2CCOCC2)cc1 (stereo not given),-1%,
CSCc1ccc(C(=O)OCc2nc3ccccc3s2)o1,-5%,
CC1Nc2ncnc(N3CCN(c4ccccc4)CC3)c2N(Cc2ccc(Cl)cc2)C1=O (stereo not given),-2%,
COc1ccc(C2=NOC(Cn3nc(C(=O)NCc4cccc(C(F)(F)F)c4)cc3-c3ccccc3)C2)cc1 (stereo not given),-4%,
CC1CC(OC(=O)c2ccccc2C(=O)c2ccc(Cl)cc2)C(=O)O1 (stereo not given),7%,
O=C(NNC(=O)c1cc(-c2ccncc2)nc2ccccc12)c1ccccc1O,-1%,
Cc1cccc(Nc2nnc(SCC(=O)c3c(N)n(C4CC4)c(=O)[nH]c3=O)s2)c1C,-6%,
CCCCCCCCCCCCCCCC[N+](C)(C)CCN(Cc1ccc(OC)cc1)c1ncccn1,-1%,
CCN(CC)S(=O)(=O)c1ccc(C(C)NC(=O)C2CCCN2C(=O)c2cccs2)cc1 (stereo not given),1%,
O=C1CCc2cc(NS(=O)(=O)c3ccccc3)cc3c2N1CC3,-6%,
CC(=O)Nc1ccc(/C(C)=N/NC(=O)c2ccc(COc3ccccc3Cl)o2)cc1,5%,
COc1ccc(C=C(C#N)c2ccc(OC)cc2)cc1,6%,
O=C(NCc1cccs1)C1CC(=O)N(Cc2ccccc2)C1 (stereo not given),-16%,
O=C(NCCc1ccco1)C(=O)NCC1CCCN1S(=O)(=O)c1ccccc1 (stereo not given),-8%,
CCCn1c(=O)c(C(=O)Nc2ccccc2N)c(O)c2ccccc21,4%,
Cc1ccc(NC(=O)Cn2cnc3c(OCc4ccccc4)ncnc32)cc1C,-4%,NS5 inhibitors pilot replicate=5.5
Cc1ccccc1OCCC(=O)NNC(=O)c1ccccc1F,5%,
CC[C@]12c3[nH]c4ccc(OC)cc4c3CCN1C(=O)C(CC(=O)NCCN1CCOCC1)C[C@@H]2C(=O)N1CCN(C(=O)C2CC2)CC1 (stereo not given in full),0%,NS5 inhibitors pilot replicate=-5.5
O=C(CSc1nnnn1-c1ccccc1)NC(=O)Cc1ccccc1,5%,
COCCn1c(C)cc(C(=O)COC(=O)CNC(=O)c2ccco2)c1C,-8%,
O=C(O)c1cccc(-c2ccccc2)c1O,-11%,
CC(C)(C)NC(=O)CC1C[C@H](C(=O)N2CCCCC2)[C@@]2(C)c3[nH]c4ccccc4c3CCN2C1=O (stereo not given in full),-1%,NS5 inhibitors pilot replicate=-2.8
Cc1ccc2c(c1)C(=O)C(=O)N2Cc1ccccc1,-4%,
COc1ccc2oc(C(=O)OCC(=O)N(C)c3c(N)n(Cc4ccccc4)c(=O)[nH]c3=O)c(C)c2c1,-1%,
COc1ccccc1-c1oc2ccccc2c1C#CCO,-2%,
CC(=O)c1ccc(NC(=O)C(C)OC(=O)/C=C/c2ccco2)cc1 (stereo not given),-1%,
CN1CCc2c(sc(NC(=O)C3CCN(S(=O)(=O)c4cccs4)CC3)c2C(N)=O)C1,2%,
COC(=O)[C@H](CO)N1C(=O)[C@@H]2[C@H](C1=O)C1C=C[C@H]2C1,-1%,
O=C(NC1CCN(Cc2ccc(Cl)cc2)CC1)c1cn(-c2ccccc2)nc1-c1cccnc1,-9%,
O=C(C1CCCCC1)N1C[C@@H](n2cc(-c3ccc(F)cc3)nn2)[C@H](O)C[C@@H]1c1ccccc1,-3%,
CN(C)c1ccc(/C=C/C(=O)c2ccc3c(c2)OCO3)cc1,u,
Cc1ccc(NC(=O)CSc2nc(C)c(C)c(C)n2)cc1S(=O)(=O)N1CCOCC1,5%,
O=c1[nH]c2ccc(Br)cc2o1,0%,
Cc1cn(CC(=O)NCc2ccc(N(C)C)cc2)c(=O)[nH]c1=O,2%,NS5 inhibitors pilot replicate=-2.1
Cc1nn(-c2ccccc2)nc1C(=O)OCC(=O)N1CCC(C)CC1,-8%,
O=[N+]([O-])c1cccnc1Nc1ccc(Cl)cc1,2%,
Cc1cccc(NS(=O)(=O)c2cc3c4c(c2)CCC(=O)N4CCC3)c1,-15%,
Cn1cccc1C(=O)Nc1ccc(Cl)c(S(=O)(=O)N2CCCCC2)c1,-7%,
CCCCCN(C(=O)COC(=O)COc1c(C)cc(C)cc1C)c1c(N)n(CCCC)c(=O)[nH]c1=O,-12%,
Fc1ccc2cnc(-c3ccccc3)c(-c3ccc(C(F)(F)F)cc3)c2c1,-6%,
Cc1ccccc1Sc1ncccc1[N+](=O)[O-],-6%,
COc1ccc(S(=O)(=O)NCc2ccccn2)cc1C,4%,
O=C(Nc1ccc2c(c1)[C@H]1C[C@@H](CC(=O)N3CCOCC3)O[C@@H](CO)[C@H]1O2)C1CCOCC1,3%,

# Not a retest: 14 of the compounds above.
SMILES,NS5 inhibitors,others
O=C(C1CCCCC1)N1C[C@@H](n2cc(-c3ccc(F)cc3)nn2)[C@H](O)C[C@@H]1c1ccccc1,-3%,
CN(C)c1ccc(/C=C/C(=O)c2ccc3c(c2)OCO3)cc1,u,
Cc1ccc(NC(=O)CSc2nc(C)c(C)c(C)n2)cc1S(=O)(=O)N1CCOCC1,5%,
O=c1[nH]c2ccc(Br)cc2o1,0%,
Cc1cn(CC(=O)NCc2ccc(N(C)C)cc2)c(=O)[nH]c1=O,2%,NS5 inhibitors pilot replicate=-2.1
Cc1nn(-c2ccccc2)nc1C(=O)OCC(=O)N1CCC(C)CC1,-8%,
O=[N+]([O-])c1cccnc1Nc1ccc(Cl)cc1,2%,
Cc1cccc(NS(=O)(=O)c2cc3c4c(c2)CCC(=O)N4CCC3)c1,-15%,
Cn1cccc1C(=O)Nc1ccc(Cl)c(S(=O)(=O)N2CCCCC2)c1,-7%,
CCCCCN(C(=O)COC(=O)COc1c(C)cc(C)cc1C)c1c(N)n(CCCC)c(=O)[nH]c1=O,-12%,
Fc1ccc2cnc(-c3ccccc3)c(-c3ccc(C(F)(F)F)cc3)c2c1,-6%,
Cc1ccccc1Sc1ncccc1[N+](=O)[O-],-6%,
COc1ccc(S(=O)(=O)NCc2ccccn2)cc1C,4%,
O=C(Nc1ccc2c(c1)[C@H]1C[C@@H](CC(=O)N3CCOCC3)O[C@@H](CO)[C@H]1O2)C1CCOCC1,3%,
